ERp5 inh: ERp5 (human) disulfide isomerase inhibition; Q15084; AID 651711; ERp5 insulin aggregation, absorbance 650 nm, 90 min; inhibition, % at 9.99 µM; 0.05% of 350,000 active;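 active means mean replicate inhibition above about 25%, with every replicate also reaching it, limit read from the data, passing the limit was not always enough; inconclusive means only one of those two criteria met; inactive means neither criterion met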
Target sequence (Q15084 whole entry, looked up): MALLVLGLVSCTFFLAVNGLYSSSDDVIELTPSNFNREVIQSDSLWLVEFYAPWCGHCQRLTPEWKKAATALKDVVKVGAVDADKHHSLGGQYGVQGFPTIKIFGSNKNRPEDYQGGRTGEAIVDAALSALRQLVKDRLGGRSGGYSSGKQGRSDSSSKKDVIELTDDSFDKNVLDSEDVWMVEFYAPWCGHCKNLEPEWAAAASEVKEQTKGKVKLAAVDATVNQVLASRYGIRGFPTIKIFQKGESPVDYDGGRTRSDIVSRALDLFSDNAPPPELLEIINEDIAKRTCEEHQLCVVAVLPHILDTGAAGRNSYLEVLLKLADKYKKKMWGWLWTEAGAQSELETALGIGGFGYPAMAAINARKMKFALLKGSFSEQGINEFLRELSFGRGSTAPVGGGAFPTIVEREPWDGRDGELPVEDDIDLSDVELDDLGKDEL
Xi reactivation: activators of X-chromosome reactivation in mouse fibroblasts; AID 743238; 0.055% of 360,000 active; XiGFP mouse fibroblasts, % GFP-positive cells imaging, 3 d; cells co-treated with 5-aza-dC sensitizer; scaled so ellipticine positive control = 100%; activation, % at 7.58 µM;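 active means mean normalized replicate activation at least 10% and every replicate at or above 10%; inconclusive means only one of the two criteria met; inactive means mean below 10% and not all replicates reach 10%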;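 further: 0% = median of on-plate neutral control wells and 100% = ellipticine 6 µM median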
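System: SV40-immortalized XiGFP fibroblast cells, line 68-5-11 / Incubation: 3-day compound exposure, then 15 min fixation at room temperature / Compound: single concentration per compound, delivered by pin transfer / Buffer or medium: DMEM plus 5-aza-dC sensitizer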
PAX8 reporter: lowers PAX8-driven luciferase in RMG-I cells | 1.2% of 360,000 active | RMG-I TPO-luciferase reporter, SteadyGlo, 24 h | inhibition, % at 12.6 µM | AID 652154;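 active means mean replicate inhibition at least 60% with every replicate also reaching 60%; inconclusive means only one of the two criteria is met; inactive means mean below 60% and not all replicates reaching 60%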;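 further: luciferase light reporting Pax8 driven TPO promoter activity; plate controls were median of neutral control wells for no effect and mitoxantrone controls for full effect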
INS-1E GSIS act: primary screen for activators of insulin secretion dependent on glucose, INS-1E cells, GLuc reporter luminescence. activation, % at 16.6 µM. INS-1E GLuc reporter insulin secretion, 2-3 h. 0.61% of 370,000 active;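 active means lowest replicate activation of at least 40%, so every replicate reaches that level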;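 further: 0% = median of neutral control wells and 100% = median of IBMX positive control wells; some compounds called inactive have numbers as strong as hits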
CFTR F508del cor: correctors of CFTR F508del function in bronchial epithelial cells | 0.36% of 350,000 active | CFBE cells, YFP halide quenching; stimulated with forskolin plus potentiator P3; % fluorescence drop versus neutral controls | activity (quench increase), % at 7.58 µM;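 active means mean added fluorescence quench of at least 8% versus neutral control, with both replicates also reaching 8%; inconclusive means only one of the mean or replicate conditions met; inactive means mean below 8% and not both replicates reaching 8%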;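 further: cells transiently co-express mutant CFTR-F508del with the halide-sensitive YFP; corrector assay measuring rescue of mutant channel to the surface after 24 h compound exposure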
DENV2 CPE: inhibitors of DENV2 cytopathic effect | CPE inhibition, % at 9.99 µM | 1.7% of 350,000 active | AID 651640 | DENV2-infected cells, cytopathic effect rescue, plate reader; in the data active means CPE inhibition above about 20%, passing the limit was not always enough; inconclusive means no clear call, values can overlap the other calls; tested in BHK-21 cells;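 further: 0% = median of neutral control wells and 100% = median of positive control wells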
ARNT TACC3 PPI: disrupts binding between human ARNT and TACC3. Q9Y6A5. AlphaScreen His-ARNT PAS-B/GST-TACC3 binding, luminescence; TACC3 fragment carries E629A point mutation. inhibition, % at 9.99 µM. 0.66% of 390,000 active;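 active means mean inhibition of replicates at least 50% and at least half of replicates each reaching 50%; inconclusive means half or more replicates reach 50% but mean below 50%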;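 further: 0% = complete ARNT plus TACC3 wells and 100% = ARNT alone without TACC3; many hits fall short of the cut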
EWS-Fli block: inhibitors of EWS/Fli oncoprotein transcriptional activity; inhibition, % at 12.6 µM; 0.67% of 350,000 active; A673 NR0B1-luciferase reporter, viability-normalised; AID 651661;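 active means mean inhibition of at least 50% after viability correction, with every replicate also passing that limit; inconclusive means mean reaches 50% but only one of two replicates passes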;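 further: firefly luciferase signal divided by Alamar Blue viability fluorescence both relative to DMSO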
* marks the source's active call; other numbers are inactive results; ? = inconclusive; nt = no result given.

SMILES	ERp5 inh	Xi reactivation	PAX8 reporter	INS-1E GSIS act	CFTR F508del cor	DENV2 CPE	ARNT TACC3 PPI	EWS-Fli block
CCc1ccc(-n2c(C)nc3cc(C(=O)NCc4cccnc4)ccc32)cc1	-1.2	0.2	18.8	-10.4	-0.5	nt	0.7	3.2
O=C(CN1C(=O)NC2(CCCc3ccccc32)C1=O)c1ccc(F)cc1 (stereo not drawn)	0.8	0.5	10.6	23.3	-3.3	-2.3	16.1	1.9
CSc1cccc(NC(=S)NN/C(=N/S(=O)(=O)c2ccccc2)N2CCCC2)c1	3.3	-0.2	-26.4	1.4	3.1	19.3	nt	-23.3
CCN(CC)c1ccc(NC(=S)NC(=O)c2ccco2)cc1	-9.0	0.0	-144.1	nt	-0.4	-4.3	14.5	-74.8
O=S(=O)(N[C@@H]1CC[C@H](CCn2cc(-c3cccc(F)c3)nn2)O[C@@H]1CO)c1ccccc1	1.7	-0.1	4.7	-7.6	-4.0	5.9	8.4	49.3
N#CCCn1cc(C(=O)CN2C(=O)NC3(CCCCCC3)C2=O)c2ccccc21	2.4	-0.1	6.5	-18.7	-1.3	11.0	12.3	6.4
Cc1cc(C)nc(N/N=C/C2=C(O)CC(c3ccccc3)CC2=O)n1 (stereo not drawn)	4.7	0.0	44.1	nt	2.4	31.9*	nt	35.0
Cc1cccc2sc(N(CCCN3CCOCC3)C(=O)CS(=O)(=O)c3ccc(F)cc3)nc12	0.4	0.0	nt	2.2	0.7	-3.0	-1.1	-3.5
COc1cc(CN2CC3(CCN(C(=O)CN4CCOCC4)CC3)c3c(n(C)c4cc(OC)ccc34)[C@@H]2CO)cc(OC)c1	-3.8	0.3	nt	-10.3	1.1	-9.2	nt	-1.1
Cc1cccc(S(=O)(=O)N(C)C[C@H]2OCc3ccccc3-c3ccccc3C(=O)N([C@H](C)CO)C[C@@H]2C)c1	7.8	-0.6	nt	-19.0	-1.8	5.5	-1.2	-14.0
CCCC(=O)N1C[C@H]2[C@@H](c3ccccc31)[C@H](CO)N2C(=O)CC1CC1	1.8	0.3	-3.7	10.6	2.5	4.0	4.9	-1.0
CC(=O)c1ccc(NC(=O)CN2CCCC2)cc1	3.0	0.0	-49.3	-2.5	-1.1	-2.6	-2.8	-88.2
CCOC(=O)c1[nH]c2ccc(OC)cc2c1NC(=S)N1CCN(c2cccc(Cl)c2)CC1	nt	-0.1	-7.0	-28.9	nt	nt	-4.5	nt
CC(Sc1ccc2ccccc2c1)C(=O)NC(N)=O (stereo not drawn)	-5.3	0.1	2.8	27.5	-1.3	0.3	6.0	-6.0
Cn1ncc([N+](=O)[O-])c1C(=O)N/N=C/c1ccc(F)cc1	-1.9	-0.1	35.4	-4.7	1.6	nt	-2.8	0.5
COc1cc(/C=N/N2CCN(Cc3ccccc3)CC2)cc(OC)c1OC(C)=O	1.9	0.0	12.0	6.3	-10.2	5.7	4.3	-2.6
C[C@@H]1CN([C@@H](C)CO)S(=O)(=O)c2ccc(-c3cccnc3)cc2O[C@@H]1CN(C)C(=O)NC1CCCC1	-11.5	0.3	8.9	-9.2	1.6	-4.8	0.6	-3.7
O=C(COc1ccc2c(-c3ccccc3)cc(=O)oc2c1)NCc1ccccn1	-4.8	nt	nt	3.3	4.3	-3.6	7.7	-0.5
CCC(=O)Nc1ccc2c(c1)OC[C@H](C)N(C(=O)c1ccncc1)C[C@@H](C)[C@@H](OC)CN(C)C2=O	-4.2	0.0	-2.6	15.9	nt	-3.9	2.5	-5.3
O=C(NCC1CCCO1)/C(=C/c1ccccc1F)NC(=O)c1ccccc1 (stereo not drawn)	3.8	1.6	-6.1	8.1	-0.1	0.8	-9.6	nt
CCCCNC(=O)N1CCN(C(=O)c2ccco2)CC1	-1.5	0.1	-4.4	-2.7	nt	-0.7	-2.4	14.6
Cc1cc(C(=O)OC(C(=O)Nc2cccc(C(F)(F)F)c2)c2ccccc2)c(C)o1 (stereo not drawn)	nt	-0.1	-6.6	-23.1	nt	nt	-11.1	nt
CC(C)C(=O)Nc1cccc(NC(=O)CCN2C(=O)c3ccccc3S2(=O)=O)c1	-1.5	nt	nt	42.1	1.3	nt	-7.4	-4.9
CC(=O)N(C)C[C@H]1Oc2cc(C#CC(C)(C)O)ccc2S(=O)(=O)N([C@H](C)CO)C[C@@H]1C	-10.7	-0.8	nt	13.2	-0.3	1.3	-6.8	0.3
C[C@H]1CN([C@@H](C)CO)C(=O)Cc2cc(NS(=O)(=O)c3ccc(F)cc3)ccc2O[C@@H]1CN(C)Cc1ccc(C(F)(F)F)cc1	2.1	-0.6	-14.0	-10.7	1.1	3.8	3.0	2.3
COc1ccccc1N1CCN(S(=O)(=O)CCNC(=O)c2ccccc2Br)CC1	18.0	0.2	-3.1	-4.7	0.8	-0.7	2.4	0.0
CC1S/C(=N/N=C2CCC(C(C)(C)C)CC2)NC1=O (stereo not drawn)	nt	-0.1	-19.8	4.8	nt	nt	2.0	nt
CCOc1cccc(C(=O)Nc2ccc(N3CCCC3)cc2)c1	-0.9	0.0	-14.6	2.1	-4.0	7.0	0.4	-69.0
Cc1cccc(NC(=O)/C=C/c2ccc(Cl)cc2)n1	nt	0.0	-183.4	-17.9	nt	nt	-2.2	nt
CC(C)(C)c1ccc(-c2nnc(SCC(=O)NC3CC3)o2)cc1	6.7	-0.1	-124.1	3.1	2.8	-2.0	nt	-46.3
C[C@H](O)C#Cc1ccc2c(c1)O[C@H](CN(C)C(=O)Nc1ccccc1)[C@@H](C)CN([C@@H](C)CO)S2(=O)=O	nt	-1.1	-9.6	7.9	0.7	5.9	4.3	-12.3
COc1ccc(N2C(=O)c3n[nH]c(C)c3C2c2ccccc2)cc1 (stereo not drawn)	-1.0	0.1	-43.8	34.2	-0.6	-10.3	nt	-33.9
COc1ccc(-c2ccc3c(n2)CCCN3S(=O)(=O)c2ccc(C(F)(F)F)cc2)cc1	-3.3	0.0	-40.7	nt	1.2	-15.4	nt	-2.7
Cc1nn(C2CC(O)C(O)C(CO)O2)c(=O)[nH]c1=O (stereo not drawn)	11.4	0.0	7.8	nt	-2.5	5.5	-5.3	-0.5
CO[C@@H]1CN(C)C(=O)c2cc(NC(=O)c3ccccc3)ccc2OC[C@H](C)N(C(C)=O)C[C@@H]1C	2.3	0.2	nt	18.4	1.1	0.0	-6.5	-2.2
CN(C)CC(=O)Nc1ccc2c(c1)[C@@H]1C[C@@H](CC(=O)N3CCCCC3)O[C@@H](CO)[C@@H]1O2	-1.8	0.2	-7.7	25.4	1.5	0.8	-4.8	3.4
C[C@H](CO)N1C[C@H](C)[C@@H](CN(C)C(=O)c2cccc(F)c2)Oc2cc(C#CC3CCCC3)ccc2S1(=O)=O	nt	-0.9	nt	-24.2	-0.8	nt	nt	29.7
COc1ccc(C(=O)N2CCCc3ccccc32)cc1Br	-3.7	0.2	7.0	nt	0.3	-12.8	5.9	-3.6
CCCN(C(=O)CSc1nc(C2CC2)n(-c2ccccc2)n1)C1CCS(=O)(=O)C1 (stereo not drawn)	-10.4	0.1	-0.7	19.7	-0.4	16.5	-2.0	-8.2
CCCC#Cc1ccc([C@@H]2[C@@H](CO)N3CCCCN(C(=O)c4ccc5c(c4)OCO5)C[C@@H]23)cc1	-3.1	0.0	15.2	-18.0	-1.8	-5.7	2.8	0.4
O=C(OCc1ccccc1)N1CCCCC1c1c(Cl)cccc1Br (stereo not drawn)	1.1	0.0	-5.8	-25.7	6.5	-7.3	nt	0.5
CC(=O)N1CCCc2cc(S(=O)(=O)N3CCCC(C(=O)Nc4cccc(F)c4)C3)ccc21 (stereo not drawn)	1.3	0.2	3.0	-48.2	0.9	8.7	7.5	nt
Cc1ccc2c(c1)CCCN2CC(=O)N(C)c1c(N)n(Cc2ccccc2)c(=O)[nH]c1=O	-0.1	0.1	-12.3	12.7	1.3	14.2	4.2	5.1
CCn1c(SCC(=O)N2c3ccccc3CCc3ccccc32)nnc1-c1ccc(OC)cc1	nt	0.1	-10.4	-37.8	nt	nt	-2.5	nt
CCCC(=O)Nc1ccc2c(c1)OC[C@@H](C)N(CCC(F)(F)F)C[C@H](C)[C@@H](OC)CN(C)C2=O	-5.1	-0.1	3.7	-13.4	3.0	-3.6	-11.5	2.8

An excerpt from above in order of the DENV2 CPE value, high to low.
| Structure | DENV2 CPE |
| --- | --- |
| CCCN(C(=O)CSc1nc(C2CC2)n(-c2ccccc2)n1)C1CCS(=O)(=O)C1 (stereo not drawn) | 16.5 |
| CN(C)CC(=O)Nc1ccc2c(c1)[C@@H]1C[C@@H](CC(=O)N3CCCCC3)O[C@@H](CO)[C@@H]1O2 | 0.8 |
| CCCC#Cc1ccc([C@@H]2[C@@H](CO)N3CCCCN(C(=O)c4ccc5c(c4)OCO5)C[C@@H]23)cc1 | -5.7 |

Next part.
SMILES	ERp5 inh	Xi reactivation	PAX8 reporter	INS-1E GSIS act	CFTR F508del cor	DENV2 CPE	ARNT TACC3 PPI	EWS-Fli block
CC(NC(=O)c1ccco1)C(=O)OC(C)C(=O)NCc1ccccc1 (stereo not drawn)	-1.3	0.0	9.7	-2.4	-2.5	-3.6	2.6	-3.0
CC(C)CNC(=O)C1Nc2ccc(C(F)(F)F)cc2C2C=CCC12 (stereo not drawn)	nt	0.0	-73.5	-16.2	-1.3	nt	-0.8	-35.0
O=C(NCc1nnnn1-c1ccc(Cl)cc1)c1ccc(Br)o1	-2.9	0.1	-13.0	-0.6	0.0	4.5	-6.7	-1.9
COc1ccc(CCN2Cc3c(cccc3[N+](=O)[O-])C2=O)cc1OC	-0.2	0.2	-7.1	-3.6	-0.7	4.3	2.7	-8.6
COC(=O)c1cc2c(c3c4cc(OC)ccc4n(S(=O)(=O)c4cccc(C)c4)c13)C(=O)N(Cc1ccc(C(F)(F)F)cc1)C2	-5.9	-0.1	7.7	22.2	-2.2	-1.2	nt	9.7
CN(C)/C=C1\C=C2C(=O)c3ccccc3N2C1=O	-8.5	?	21.2	9.8	31.8*	-3.3	-14.3	16.4
CCCn1c(=O)[nH]c(=O)c2c1nc(-c1ccc(C#N)cc1)n2CCOC	-14.2	0.1	15.9	15.4	-0.3	-3.7	10.5	-5.4
Cc1ccccc1-c1nsc(SCC(=O)NCc2ccc3c(c2)OCO3)n1	-1.3	1.4	-8.3	18.9	nt	nt	-1.1	-11.7
Cc1c(C(=O)NCC(c2ccco2)N(C)C)oc2c(Cl)cccc12 (stereo not drawn)	-3.7	-0.1	26.7	7.0	0.7	-6.9	0.5	0.4
COc1ccc(S(=O)(=O)N(C)C[C@H]2Oc3ccc(NS(=O)(=O)c4ccc(C)cc4)cc3CC(=O)N([C@@H](C)CO)C[C@@H]2C)cc1	nt	-0.1	0.6	5.3	-1.3	-9.4	3.4	7.2
Cc1nc2c(C#N)c[nH]n2c(=O)c1Cc1ccccc1	0.7	nt	nt	-5.0	-1.2	0.9	-2.9	5.3
C[C@@H]1CCCCO[C@H](CN(C)C(=O)NC2CCCCC2)[C@H](C)CN([C@H](C)CO)C(=O)c2cc(N(C)C)ccc2O1	1.1	0.2	15.8	-9.7	0.7	?	3.9	-9.1
CN(C)S(=O)(=O)c1ccc(NC(=O)C2CC3C=CC2C3)cc1 (stereo not drawn)	0.4	0.0	-11.4	16.2	-3.4	nt	-0.1	-22.0
CN(CC(=O)Nc1cccc(F)c1)C(=O)c1cn(-c2ccccc2)nc1-c1ccc(Cl)cc1	2.8	0.1	16.4	-14.0	0.8	-5.5	-0.2	-1.1
